High-throughput results: PubChem BioAssay, Johns Hopkins Ion Channel Center
RGS4 inh = inhibitors of human RGS4. 310,000 tested, 0.45% active. B-score at 10 µM. P49798. AID 463165. HEK293 M3R/RGS4 inducible, Fluo-4 calcium flux; active compounds read high; triggered by carbachol at its EC20;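 active = B-score, a plate-corrected calcium signal, over three deviations above library mean, with baseline fluorescence within five deviations of library mean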;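 note: RGS4 expression induced by doxycycline in cells with stable M3 receptor; B-score is computed from the integrated fluorescence ratio over baseline after carbachol; higher B-score means a larger calcium signal and so more RGS4 inhibition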
MrgX1 allo act = allosterically activates human MrgX1 receptor signaling. Q96LB2. MrgX1-HEK293, Fluo-4 calcium flux, FDSS; active compounds read high. B-score at 10 µM. 310,000 tested, 0.63% active;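 active = plate-corrected calcium response at least 3 library SD above typical, normal starting fluorescence, not activating the receptor alone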;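 note: compound read alongside a low EC10 to EC30 dose of BAM8-22 agonist; peak minus trough fluorescence over baseline measured at the second addition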
Target sequence (Q96LB2 whole entry, looked up): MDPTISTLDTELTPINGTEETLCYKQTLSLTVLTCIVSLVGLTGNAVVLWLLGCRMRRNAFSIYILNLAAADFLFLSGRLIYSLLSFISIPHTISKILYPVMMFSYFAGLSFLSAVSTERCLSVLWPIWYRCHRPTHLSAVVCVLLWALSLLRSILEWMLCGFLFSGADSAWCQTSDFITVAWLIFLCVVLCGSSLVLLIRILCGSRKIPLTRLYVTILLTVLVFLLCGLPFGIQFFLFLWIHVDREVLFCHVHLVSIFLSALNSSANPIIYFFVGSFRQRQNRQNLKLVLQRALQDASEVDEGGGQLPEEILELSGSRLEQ
MrgX1 ag = agonists of human MrgX1 receptor; Q96LB2; 310,000 tested, 0.44% active; B-score at 10 µM; MrgX1-HEK293 cells, Fluo-4 calcium fluorescence, agonist mode; active compounds read high; AID 588627;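 active = calcium response B-score plate-corrected fluorescence ratio at least 3 library SD, with starting fluorescence B-score inside 5 SD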
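System – MrgX1-expressing HEK293 cells · Incubation – cells plated overnight, dye loaded 0.5 h 37 °C, 0.5 h room temperature · Technique – kinetic Fluo-4 NW fluorescence of intracellular calcium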
RGS4 act = potentiators or activators of RGS4; HEK293 M3R/inducible RGS4, carbachol calcium flux Fluo4; active compounds read low; B-score at 10 µM; 310,000 tested, 0.92% active; AID 463111;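 active = B-score of the integrated calcium signal more than 4 SD below the library mean, with starting fluorescence not abnormally high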;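 note: negative B-score means reduced calcium response which marks RGS4 activation or potentiation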
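Assay system: HEK293 FlpIn-TREx cells, stable M3R, doxycycline-inducible RGS4 / Probe or stimulus: carbachol, ECmax concentration / Times: overnight RGS4 induction, 30 min dye load 37 °C, 20 min compound RT / Signal: kinetic calcium fluorescence imaging with Fluo4-AM dye, 2 µM / Measure: Agonist-evoked peak-minus-minimum fluorescence over baseline, integrated ratio, B score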
hERG protect = compounds protecting human hERG from proarrhythmic drug block | activation (rescue from dofetilide block), less the hit threshold, % at 10 µM | 310,000 tested, 0.51% active | CHO-hERG, FluxOR thallium flux, dofetilide IC70 present | Q12809;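 active = activation above the mean of controls blocked by dofetilide plus 5 SD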;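 note: thallium influx through hERG after potassium depolarization seen as dye fluorescence rise; in these data hits start at about 4.7%; inactives centre near -7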
KCNQ1 block = inhibitors of human KCNQ1 potassium channel | P51787 | 310,000 tested, 1.3% active | B-score at 10 µM | CHO-K1 KCNQ1, FluxOR thallium flux fluorescence; active compounds read high | AID 2642;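 active = compounds whose thallium flux B-score, printed positive for inhibition, exceeds three library SD while starting fluorescence stays within three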;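 note: channel opened by potassium depolarization with thallium stimulus after 20 min compound exposure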
Target sequence (P51787 whole entry, looked up): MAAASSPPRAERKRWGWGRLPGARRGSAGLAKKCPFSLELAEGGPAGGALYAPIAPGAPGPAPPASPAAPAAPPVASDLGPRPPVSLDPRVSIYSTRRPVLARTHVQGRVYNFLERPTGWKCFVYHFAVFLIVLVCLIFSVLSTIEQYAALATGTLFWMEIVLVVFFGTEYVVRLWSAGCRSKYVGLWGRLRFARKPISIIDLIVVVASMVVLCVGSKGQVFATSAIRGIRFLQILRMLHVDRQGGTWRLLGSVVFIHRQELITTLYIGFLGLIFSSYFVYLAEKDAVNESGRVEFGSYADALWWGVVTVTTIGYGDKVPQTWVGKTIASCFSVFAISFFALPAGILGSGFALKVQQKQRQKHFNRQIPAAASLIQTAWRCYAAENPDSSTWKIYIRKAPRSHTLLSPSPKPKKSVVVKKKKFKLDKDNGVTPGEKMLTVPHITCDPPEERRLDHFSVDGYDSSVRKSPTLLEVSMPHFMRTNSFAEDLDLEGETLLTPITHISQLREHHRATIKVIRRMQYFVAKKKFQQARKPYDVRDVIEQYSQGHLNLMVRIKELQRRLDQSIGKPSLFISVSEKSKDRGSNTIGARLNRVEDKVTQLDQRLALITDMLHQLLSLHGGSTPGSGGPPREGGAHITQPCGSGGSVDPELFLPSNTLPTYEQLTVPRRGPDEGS
KCNK9 block = blocks the human KCNK9 two-pore domain potassium channel. Q9NPC2. HEK293 KCNK9, FluxOR thallium flux fluorescence; active compounds read low. B-score at 10 µM. 310,000 tested, 1.2% active. AID 488922;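 active = ratio B-score over 3 SD below the library mean, with starting fluorescence within 5 SD of its mean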;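 note: negative B-score means less thallium flux so channel inhibition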
KCNQ1 act = potentiates or activates the human KCNQ1 potassium channel | P51787 | B-score at 10 µM | CHO-K1 KCNQ1, thallium flux FluxOR fluorescence; active compounds read high | 310,000 tested, 0.35% active;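 active = fluorescence ratio B-score, a plate-corrected score, at least three library SD, with initial intensity B-score within 5 SD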
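System: Stable KCNQ1 CHO-K1 line | Incubation: 90 min dye loading and 20 min compound exposure, both at room temperature | Measure: Ratio B score | Medium: Assay buffer for compound exposure, DMSO matched across wells | Compound dosing: Single-concentration screen | Probe or stimulus: K+/Tl+ depolarizing stimulus | Measured by: Kinetic FluxOR fluorescence, 10 s baseline plus 110 s post-stimulus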
ANO1 block = blocks the mouse calcium-activated chloride channel TMEM16A; HEK293 TMEM16A/YFP iodide influx fluorescence, ionomycin; normalized B-score (activity score, 25-100; higher = stronger inhibition) at 10 µM; 310,000 tested, 1.2% active; AID 588511;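 active = ratio plate-corrected score three or more library SD toward inhibition, starting fluorescence score within five deviations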;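 note: score derived from kinetic fluorescence span divided by baseline fluorescence per well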
KCNK3 inh = human KCNK3 channel inhibition, primary screen; O14649; CHO-KCNK3 thallium flux, FluxOR fluorescence; active compounds read low; B-score at 10 µM; 340,000 tested, 0.84% active;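 active = B-score under library mean minus 4 SD, starting fluorescence ratio at most library mean plus 5 SD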;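 note: more negative B-score means stronger inhibition of thallium flux through KCNK3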
ANO1 activ = activates or potentiates the mouse TMEM16A chloride channel; AID 623877; B-score at 10 µM; 340,000 tested, 0.3% active; HEK293 TMEM16A/YFP-H148Q/I152L, iodide quench fluorescence; active compounds read low; Q8BHY3;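 active = fluorescence-ratio B-score plate-corrected deviation score at least 3 library SD below zero, with starting fluorescence score within 5 deviations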;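 note: channel opened by trigger with iodide after compound preincubation; score built on the fluorescence ratio of max minus min over baseline; more negative score means more quench and so TMEM16A activation or potentiation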
An asterisk follows results filed as active; i = inactive.

Fields: KCNK3 inh	MrgX1 allo act	RGS4 act	MrgX1 ag	ANO1 activ	hERG protect	ANO1 block	RGS4 inh	KCNQ1 act	KCNQ1 block	KCNK9 block
> CCCCN(C(=O)c1ccc(N(C)S(=O)(=O)c2ccc(C)cc2)cc1)c1c(N)n(CCC)c(=O)[nH]c1=O
    i	i	i	i	i	-13	i	i	i	i	i
> C/C(CC(=O)Nc1cc(Cl)ccc1C)=N\NC(N)=O
    i	i	i	i	i	-7	i	i	i	i	i
> Cc1ccc2c(c1)N(CC(=O)NCCCN1CC(C)CC(C)C1)C(=O)c1cccnc1O2 (centres undefined)
    i	i	i	i	i	-4	i	i	i	i	i
> Cc1cc(C)c(S(=O)(=O)Nc2ccncc2)cc1C
    i	i	i	i	i	-4	i	i	i	i	i
> O=S(=O)(c1cc(Cl)ccc1Br)N1CCCCC1
    i	i	i	i	i	-14	i	i	i	i	i
> COCCCN(Cc1ccco1)C(=O)Cn1ncc2c([nH]c3ccccc32)c1=O
    i	i	i	i	i	-28	i	i	i	i	i
> O=C(c1cc2cc([N+](=O)[O-])ccc2s1)N1CCOCC1
    i	i	i	i	i	-8	i	i	i	i	i
> COCc1nnc(NC(=O)C2CC(=O)N(c3ccc(C)c(Cl)c3)C2)s1 (centres undefined)
    i	i	i	i	i	-10	i	i	i	i	i
> O=C(COc1cccnc1[N+](=O)[O-])NCc1ccco1
    i	i	i	i	i	-7	i	i	i	i	i
> COc1c(C)cc(C(=O)C2CCCN(Cc3cccc4nccnc34)C2)cc1C (centres undefined)
    i	i	i	i	i	-12	i	i	i	i	i

Two entries from above in a different format:
compound: O=C(COc1cccnc1[N+](=O)[O-])NCc1ccco1
  KCNK3 inh: i	MrgX1 allo act: i	RGS4 act: i	MrgX1 ag: i	ANO1 activ: i	hERG protect: -7	ANO1 block: i	RGS4 inh: i	KCNQ1 act: i	KCNQ1 block: i	KCNK9 block: i

compound: Cc1cc(C)c(S(=O)(=O)Nc2ccncc2)cc1C
  KCNK3 inh: i	MrgX1 allo act: i	RGS4 act: i	MrgX1 ag: i	ANO1 activ: i	hERG protect: -4	ANO1 block: i	RGS4 inh: i	KCNQ1 act: i	KCNQ1 block: i	KCNK9 block: i

Additional structures:
Fields: KCNK3 inh	MrgX1 allo act	RGS4 act	MrgX1 ag	ANO1 activ	hERG protect	ANO1 block	RGS4 inh	KCNQ1 act	KCNQ1 block	KCNK9 block
> O=C(NC1CCCC1)C(c1c[nH]c2ccccc12)N(C(=O)Cn1nnc(-c2ccc(Cl)cc2)n1)c1ccccc1 (centres undefined)
    i	i	i	i	i	-13	i	i	i	i	i
> CC(C)C(O)C1CCN(Cc2nc(Cc3ccccc3Cl)no2)CC1 (centres undefined)
    i	i	i	i	i	-9	i	i	i	i	i
> O=C1CSC(c2cccc(F)c2)N1c1ccccc1 (centres undefined)
    i	i	i	i	i	2	i	i	i	i	i
> O=C(Nc1ccnn1C1CCN(Cc2c(F)cccc2Cl)CC1)C1CCCC1
    i	i	i	i	i	-9	i	i	i	i	i
> COc1ccc(/C(C)=N\n2cnnc2)cc1
    i	i	i	i	i	-6	i	i	i	i	i
> COc1ccc(C(=O)NC(C)Cc2cnccn2)cc1OC1CCN(C(C)C)CC1 (centres undefined)
    i	i	i	i	i	-7	i	i	i	i	i
> O=C1CCCC2=C1C(c1cccs1)CC(=O)N2c1ccc(F)cc1 (centres undefined)
    i	i	i	i	i	-6	i	i	i	i	i
> CCN(CC)S(=O)(=O)c1ccc(S(=O)(=O)N2CCC(N3CCCCC3)CC2)cc1
    i	i	i	i	i	-1	i	i	i	i	i
> C=C(C)C(=O)Nc1cccc(C(C)=O)c1
    i	i	i	i	i	-3	i	i	i	i	i
> CCOC1(OCC)N=C(N)C2(C#N)C(c3cccc(OC)c3OC)C12C#N (centres undefined)
    i	i	i	i	i	-3	i	i	i	i	i
> COc1ccc(NC(=O)CSc2ccc(-c3sc(C)nc3C)nn2)cc1
    i	i	i	i	i	-4	i	i	i	i	i
> Cc1cccc(-n2ncc3c(NC(C)C)ncnc32)c1
    i	i	i	i	i	-3	i	i	i	i	i
> Cc1cc(C(=O)NCc2nc(-c3ccccc3)no2)ccc1[N+](=O)[O-]
    i	i	i	i	i	-5	i	i	i	i	i
> CCCNC(=S)NC1CC2CCCC(C1)N2CC(C)C (centres undefined)
    i	i	i	i	i	-2	i	i	i	i	i
> CCN(CC)S(=O)(=O)c1cccc(C(=O)NCC(=O)OCC(=O)NCc2ccccc2)c1
    i	i	i	i	i	-4	i	i	i	i	i
> NC(=O)c1c(N)sc2c1CCCCC2
    i	i	i	i	i	-8	i	i	i	i	i
> Cc1ccc(SCCc2ccc(C)nc2)cc1
    i	i	i	i	i	-4	i	i	i	i	i
> COCCC1CCCCN1C(=O)c1ccc(OC2CCN(C(C)=O)CC2)c(OC)c1 (centres undefined)
    i	i	i	i	i	-8	i	i	i	i	i
> CCOc1ccc(NC(=O)CCNc2c(N3CCCC3)c(=O)c2=O)cc1
    i	i	i	i	i	-6	i	i	i	i	i
> O=C(Nn1c(-c2ccncc2)nc2ccccc2c1=O)c1ccc([N+](=O)[O-])cc1Cl
    i	i	i	i	i	-7	i	i	i	i	i
> COc1ccccc1NC(=O)C1=C(C)Nc2ncnn2C1c1ccc(C)o1 (centres undefined)
    i	i	i	i	i	-8	i	i	i	i	i
> N#C/C(=C(/O)Cc1ccccc1)P(=O)(c1ccccc1)c1ccccc1
    i	i	i	i	i	-10	i	i	i	i	i
> C=CCn1c(CCNC(=O)c2ccccc2F)nnc1SCC(=O)Nc1nc2ccccc2s1
    i	i	i	i	i	-6	i	i	i	i	i
> CN(C)c1cc[n+](CC(=O)Nc2ccc([N+](=O)[O-])cc2Cl)cc1
    i	i	i	i	i	-5	i	i	i	i	i
> O=C(N/N=C/c1ccncc1)c1cccc(N/N=C/c2ccncc2)c1
    i	i	i	i	i	-35	i	i	i	i	i
> Cc1ccc(SC2=C(C(=O)O)CCCC2)cc1
    i	i	i	i	i	0	i	i	i	i	i
> CCOc1ccc2[nH]c(=O)c(CN(Cc3ccccc3)C(=O)N3CCCC3)cc2c1
    i	i	i	i	i	-13	i	i	i	i	i
> CC(C)=CCN1CCN(Cc2c(C)nn(C)c2Cl)CC1CCO (centres undefined)
    i	i	i	i	i	-7	i	i	i	i	i
> Cc1ccc(-n2c(C)nnc2SCC(=O)NNC(=O)c2ccco2)cc1
    i	i	i	i	i	-4	i	i	i	i	i
> C=CCC1(O)C(=O)N2C(=C1C(=O)N1CCOCC1)c1ccccc1CC2(C)C (centres undefined)
    i	i	i	i	i	-9	i	i	i	i	i
> O=C(O)c1ccc2c(c1)nnn2C1CCCCC1
    i	i	i	i	i	-3	i	i	i	i	i
> Cc1nc2c(C)cccc2cc1C(=O)N/N=C/c1ccc(C(=O)O)cc1
    i	i	i	i	i	-10	i	i	i	i	i
> O=C(CCC1CCCC1)N1CCN(C(=O)c2ccco2)CC1
    i	i	i	i	i	-16	i	i	i	i	i
> Clc1ccc(Cl)c(-c2nc(-c3ccncc3)no2)c1
    i	i	i	i	i	-4	i	i	i	i	i
> CCc1nc2ccc(C(=O)N3CCN(CC)CC3)cc2nc1CC
    i	i	i	i	i	-7	i	i	i	i	i
> O=S(=O)(NCc1ccc2c(c1)OCO2)c1c(F)cc(F)cc1Br
    i	i	i	i	i	-5	i	i	i	i	i
> CCOC(=O)N/N=C/c1cn(Cc2ccc(Cl)cc2)c2ccccc12
    i	i	i	i	i	-5	i	i	i	i	i
> CCN(CC(=O)Nc1ccc2c(c1)OCCO2)CC(=O)Nc1cc(C)on1
    i	i	i	i	i	-6	i	i	i	i	i
> Cc1cc(C)cc(NC(=S)NCCCN2CCOCC2)c1
    i	i	i	i	i	-6	i	i	i	i	i
> COc1cccc(NC(=O)CN(C)C(=O)c2cc3c(s2)CCC(C)C3)c1 (centres undefined)
    i	i	i	i	i	-10	i	i	i	i	i
> COc1ccc2cc(-c3csc(-c4cccnc4)n3)ccc2c1
    i	i	i	i	i	-3	i	i	i	i	i
> Cc1c(C)n(C(=O)CSc2nncn2C)c2ccccc12
    i	i	i	i	i	-9	i	i	i	i	i
> O=C(NCCOc1ccccc1)c1ccc2c(c1)OCO2
    i	i	i	i	i	-7	i	i	i	i	i
> O=C1CCCN2N=C(SCC(=O)Nc3cccc(F)c3)SC2=N1
    i	i	i	i	i	-13	i	i	i	i	i
> CCNC(=O)C(=O)c1c(-c2ccccc2)[nH]c2ccccc12
    i	i	i	i	i	-13	i	i	i	i	i
> CN(C)CCn1nnc2c(=O)oc3ccccc3c21
    i	i	i	i	i	-4	i	i	i	i	i
> COc1ccc(-c2nnco2)cc1OC
    i	i	i	i	i	-4	i	i	i	i	i
> Cc1[nH]c2ccccc2c1/C=N/NC(=O)c1cc(-c2cccs2)[nH]n1
    i	i	i	i	i	-10	i	i	i	i	-10*
> CC(=O)N=c1sc2c3ccccc3ccc2n1C
    i	i	i	i	i	-6	i	i	i	i	i
> Cc1cccc(OCC(=O)Nc2nonc2NC(=O)COc2cccc(C)c2)c1
    i	i	i	i	i	-20	i	i	i	i	i

(cont.)
Fields: KCNK3 inh	MrgX1 allo act	RGS4 act	MrgX1 ag	ANO1 activ	hERG protect	ANO1 block	RGS4 inh	KCNQ1 act	KCNQ1 block	KCNK9 block
> COc1cccc(NC(=O)NC(=O)c2c(C)cc(Cl)nc2Cl)c1
    i	i	i	i	i	-10	i	i	i	i	i
> Cc1nc2ccccc2nc1OCc1ccc([N+](=O)[O-])cc1
    i	i	i	i	i	-6	i	i	i	i	i
> O=C(COC(=O)c1cc(Cl)cc(Cl)c1)NCCN1C(=O)CSC1=O
    i	i	i	i	i	-7	i	i	i	i	i
> CC(=O)n1nc(-c2ccccc2)nc1NCc1cccs1
    i	i	i	i	i	-6	i	i	i	i	i
> COCc1cc(=O)[nH]c(SCCS(=O)(=O)c2ccc(Cl)cc2Cl)n1
    i	i	i	i	i	-8	i	i	i	i	i
> Clc1ccc(OCCCCCN2CCCC2)c(Br)c1
    i	i	-8*	i	i	-11	i	i	i	i	i
